LMPTP block = LMPTP phosphatase inhibitors, primary screen, biochemical, fluorescence intensity, uHTS; inhibition, % at 20 µM; recombinant LMPTP-A, OMFP fluorogenic substrate; hit rate 0.22% among 360,000;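 active means compounds that cut the enzyme signal by at least half of the control window in the single-dose screen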;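 further: plate controls were DMSO wells with enzyme plus substrate for no effect and substrate without enzyme for full effect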
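Test system: LMPTP-A, protein tyrosine phosphatase of low molecular weight; Input: 0.625 nM enzyme; Incubation: 50 min dark incubation at room temperature; Signal: endpoint fluorescence intensity from OMFP dephosphorylation; Read-out basis: % inhibition versus control wells.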
Scp1 inh = Scp-1 phosphatase inhibitors, primary screen, biochemical, colorimetric, uHTS; inhibition, % at 20 µM; Recombinant Scp1, phosphopeptide, malachite green phosphate absorbance; Carboxy-terminal domain RNA polymerase II polypeptide A small phosphatase 1 (Homo …; hit rate 0.88% among 340,000;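 active means inhibition above about 50% at 20 µM, limit read from the data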;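 further: plate controls were DMSO wells with enzyme for no effect and wells lacking enzyme for full effect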
Target sequence (Q9GZU7 76-261 limits assumed): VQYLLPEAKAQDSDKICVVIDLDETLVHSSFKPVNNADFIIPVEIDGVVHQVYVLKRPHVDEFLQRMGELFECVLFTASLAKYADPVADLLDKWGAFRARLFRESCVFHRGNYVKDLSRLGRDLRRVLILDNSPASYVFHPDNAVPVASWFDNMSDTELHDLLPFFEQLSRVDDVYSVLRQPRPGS
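assay system = SCP-1 phosphatase catalytic domain, residues 76-261 | buffer or medium = 50 mM Tris acetate pH 5.5, 0.005% Tween-20, 10 mM MgCl2 | incubation = enzyme reaction 45 min at room temperature, colour 5 min, stabilisation 30 min | signal = Phosphate-binding colour reagent, absorbance read at 630 nm | measure = % inhibition at 20 µM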
DNMT1 block = human DNMT1 methyltransferase inhibitors, primary screen, biochemical, molecular beacon, fluorescence, HinP1I cleavage, uHTS | inhibition (reported as % activation of signal), % at 10 µM | hit rate 0.83% among 360,000 | DNA (cytosine-5)-methyltransferase 1 (Homo sapiens), P26358 | AID 588458, 2011; in the data active means inhibition above about 50%
MsrA inh = bovine MsrA enzyme inhibitors, primary screen, biochemical, absorbance, HTS | purified bovine MsrA, absorbance read-out | hit rate 0.75% among 360,000 | inhibition, % at 15.5 µM | Methionine sulfoxide reductase A (Bos taurus); in the data active means inhibition above about 4.5%;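 further: 0% = vehicle wells with enzyme and 100% = reference inhibitor wells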
CSN deneddyl inh = inhibitors of CSN-mediated cullin deneddylation, primary screen, biochemical, fluorescence polarization, uHTS; Purified CSN, SCF-Nedd8-OG deneddylation; inhibition, % at 12.5 µM; hit rate 0.38% among 360,000; AID 651999, 2013;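 active means pattern-corrected inhibition above about 35%, with an unprinted fluorescence ratio check between 0.5 and 1.5, limit read from the data, passing the limit was not always enough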;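 further: 0% = enzyme with substrate and 100% = substrate without enzyme; some results filed as inactive read as strong as hits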
Target sequence (Q92905 whole entry, looked up, one chain of several): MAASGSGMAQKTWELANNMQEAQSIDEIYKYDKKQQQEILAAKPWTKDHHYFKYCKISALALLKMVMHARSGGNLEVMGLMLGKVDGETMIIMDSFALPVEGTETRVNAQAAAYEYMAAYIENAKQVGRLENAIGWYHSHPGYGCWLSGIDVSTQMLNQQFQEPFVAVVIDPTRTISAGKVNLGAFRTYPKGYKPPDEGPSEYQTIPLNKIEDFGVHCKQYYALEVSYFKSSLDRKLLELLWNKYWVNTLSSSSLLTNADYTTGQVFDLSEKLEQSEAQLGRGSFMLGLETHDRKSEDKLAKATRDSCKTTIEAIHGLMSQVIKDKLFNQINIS
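Assay system: purified human Csn5 enzyme expressed in HEK293T cells; measure: % inhibition; also added: SCFSkp2-Nedd8OG substrate at 10 nM final; technique: fluorescence polarization; times: reaction 90 min, room temperature; medium: Tris buffer pH 7.5, NaCl, DTT, Tween-20, trehalose, ovalbumin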
STEP inh = STEP phosphatase inhibitors, primary screen, biochemical, fluorescence intensity, uHTS | Tyrosine-protein phosphatase non-receptor type 5 (Homo sapiens), P54829 | recombinant STEP, OMFP fluorogenic substrate | inhibition, % at 20 µM | hit rate 0.25% among 360,000;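 active means inhibition at 20 µM, scaled per plate between control wells, above about 37%, limit read from the data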;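 further: 0% = DMSO with enzyme and substrate and 100% = substrate only without enzyme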
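Material: STEP (striatal-enriched tyrosine phosphatase) enzyme, cell-free; Compound dosing: 20 µM single dose in 1% DMSO; Technique: fluorescence read at 480 nm ex / 540 nm em; Times: reaction 20 min, ambient temperature; Medium: 50 mM Bis-Tris pH 6.0 with 2.5 mM DTT and 0.005% Tween 20; Also added: OMFP at 25 µM.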
Tb MetRS inh = T. brucei MetRS inhibitors, primary screen, biochemical, luminescence. purified T. brucei MetRS, ATP depletion, Kinase-Glo luminescence. inhibition, % at 11.9 µM. methionyl-tRNA synthetase (Trypanosoma brucei brucei). AID 624268, 2012. hit rate 0.4% among 360,000;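 active means inhibition above a per-plate cutoff of the control wells' mean inhibition plus 3 SD, cut at about 5.5% in these data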;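 further: 0% = DMSO wells median and 100% = median of wells with control inhibitor compound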
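technique = Kinase-Glo luminescence, ATP depletion format | system = purified MetRS (methionyl-tRNA synthetase) enzyme from Trypanosoma brucei | timing = 15 min preincubation, 2 h reaction, all 25 °C | evaluation = percent inhibition versus plate control medians | dosing = single dose, 11.9 µM final nominal, 0.9% final DMSO | also added = substrates ATP, L-methionine and bulk Escherichia coli tRNA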
Rpn11 block = Rpn11 (PSMD14) deubiquitinase inhibitors, primary screen, biochemical, fluorescence polarization, uHTS | hit rate 0.59% among 360,000 | calls only at 20 µM | 26S proteasome non-ATPase regulatory subunit 14 (Homo sapiens), O00487 | human 26S proteasome, Ub4-pepOG fluorescence polarization; 20S core pre-blocked with epoxomicin | AID 588493, 2011;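 active means inhibition at 20 µM, scaled to each plate's controls, above about 33%, limit read from the data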
Target sequence (O00487 whole entry, looked up): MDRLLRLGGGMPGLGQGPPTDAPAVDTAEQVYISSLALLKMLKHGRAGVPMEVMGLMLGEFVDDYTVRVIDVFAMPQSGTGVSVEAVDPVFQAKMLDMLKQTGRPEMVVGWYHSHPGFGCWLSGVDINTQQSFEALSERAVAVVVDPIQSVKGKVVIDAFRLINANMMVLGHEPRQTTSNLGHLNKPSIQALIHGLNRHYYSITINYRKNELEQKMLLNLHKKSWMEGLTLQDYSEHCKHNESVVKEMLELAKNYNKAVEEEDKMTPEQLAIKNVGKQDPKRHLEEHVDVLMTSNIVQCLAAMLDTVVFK
SUMO1-SIM PPI = modulators of SUMO1 protein-protein interactions, primary screen, biochemical, uHTS; Small ubiquitin-related modifier 1 (Homo sapiens), P63165; SUMO1 binding to a labelled peptide, TR-FRET, 1 h; inhibition, % at 20 µM; hit rate 0.33% among 360,000; AID 602429, 2012; in the data active means inhibition above about 37%
Target sequence (P63165 whole entry, looked up): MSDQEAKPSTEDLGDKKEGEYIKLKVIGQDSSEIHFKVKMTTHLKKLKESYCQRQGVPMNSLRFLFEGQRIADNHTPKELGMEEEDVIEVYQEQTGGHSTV
NadD inh = inhibitors of S. aureus NadD, primary screen, biochemical, colorimetric, uHTS | hit rate 0.78% among 360,000 | AID 602399, 2012 | Nicotinate-nucleotide adenylyltransferase NadD (Staphylococcus aureus N315) | inhibition, % at 20 µM | purified NadD enzyme, colorimetric absorbance read-out; in the data active means inhibition above about 26%; further: some compounds past the cut are filed as inactive
Numbers without * were called inactive; i = inactive; x = no result given.

Start of the listing, in advance, 2 compounds:
No.	structure	LMPTP block	Scp1 inh	DNMT1 block	MsrA inh	CSN deneddyl inh
1	CN(C)C(=O)N1CCN(c2nc(-c3ccccc3)cs2)CC1	-2.3	3	4	-0.9	1
2	O=C(Nc1cccc(-c2cn3cccnc3n2)c1)c1cccs1	11	0	-2	2.5	-2

No.	STEP inh	Tb MetRS inh	Rpn11 block	SUMO1-SIM PPI	NadD inh
1	-3	-1.8	i	-7	-10
2	-3	0.6	i	-11	1

The whole of this part, repeating the preview:
No.	structure	LMPTP block	Scp1 inh	DNMT1 block	MsrA inh	CSN deneddyl inh
1	CN(C)C(=O)N1CCN(c2nc(-c3ccccc3)cs2)CC1	-2.3	3	4	-0.9	1
2	O=C(Nc1cccc(-c2cn3cccnc3n2)c1)c1cccs1	11	0	-2	2.5	-2
3	COc1ccc(-c2csc(NC(=O)c3ccccc3NS(=O)(=O)c3ccc(F)c(F)c3)n2)cc1	5.2	-17	-16	1.9	-3
4	CCN1CCN(C(c2cccs2)C(C)NC(=S)Nc2cccc(C)c2C)CC1 (configuration not stated)	-1.7	-6	1	-0.2	-1
5	C=CCOc1nc2c(c(=O)n(Cc3ccc(Cl)cc3)c(=O)n2C)n1C	-1.1	-18	-2	-0.4	2
6	Cc1ccc(-c2nc(CN(Cc3c(C)nn(C)c3C)C(C)C)c(C)o2)o1	4.6	-2	-1	0.3	11
7	N#Cc1ccsc1NC(=O)C1CCN(S(=O)(=O)c2cccs2)CC1	-0.2	-7	0	-0.6	-7
8	CC(Oc1ccc(Br)cc1)C(=O)Nc1ccc(S(=O)(=O)Nc2nccs2)cc1 (configuration not stated)	2.1	-10	0	0.9	9
9	COc1ccc(NC(=O)C(C2CC2)n2c(=O)c(-c3ccco3)nc3ccccc32)cc1 (configuration not stated)	1.1	x	x	0.2	6
10	CN1CCc2cc(Cl)c(O)cc2[C@@H](c2ccccc2)C1	-3.7	-4	6	0.7	-5
11	CC(=O)c1c(N2CCN(C)CC2)[nH]c(-c2ccccc2)nc1=S	-2.5	-1	-2	1.0	7
12	CN1CCN(CC#CCC(O)(c2ccccc2)C2CCCC2)CC1 (configuration not stated)	-9.2	6	2	-0.6	-3
13	Cc1ccccc1CN1CCNC(=O)C1CC(=O)NCCN1CCCCC1=O (configuration not stated)	-1.2	-15	-6	0.6	0
14	Cc1ccc(Sc2ccc([N+](=O)[O-])cc2[N+](=O)[O-])nc1	-0.1	-5	5	4.8*	2
15	COc1ccc(Cc2nnc(SC(C)C(=O)Nc3ccc(F)cc3Cl)o2)cc1 (configuration not stated)	0.5	-1	1	0.8	-1

No.	STEP inh	Tb MetRS inh	Rpn11 block	SUMO1-SIM PPI	NadD inh
1	-3	-1.8	i	-7	-10
2	-3	0.6	i	-11	1
3	-6	0.0	i	25	6
4	-2	0.0	i	-1	-7
5	-3	-0.2	i	-1	-5
6	2	-1.0	i	-6	1
7	-1	-0.1	i	0	-1
8	1	0.5	i	3	-2
9	x	-0.3	x	-7	x
10	-5	-0.3	i	3	-1
11	4	-0.2	i	-1	0
12	-2	-0.6	i	-8	-1
13	0	-0.2	i	-1	-7
14	-1	-0.1	i	-29	-5
15	-1	-0.4	i	3	-2

Further records:
No.	structure	LMPTP block	Scp1 inh	DNMT1 block	MsrA inh	CSN deneddyl inh
16	O=C(c1cccc(C(F)(F)F)c1)C1CCCN(Cc2ccc(OCCO)cc2)C1 (configuration not stated)	-0.7	-11	2	-1.3	-3
17	CCCCCCNS(=O)(=O)c1ccc(OC)c(OC)c1	-1.2	-6	1	0.7	-4
18	O=C(N/N=C(\Cc1ncc[nH]1)c1ccccc1)c1cccnc1	-1.0	-3	1	0.8	2
19	CCOc1ccc(C(=O)N2CCC(C(=O)c3ccc4c(c3)OCCO4)CC2)cc1	2.8	-5	-5	0.6	3
20	Cn1c(=O)c2sccc2n2c(CCCC(=O)NCc3ccco3)nnc12	-0.1	0	0	-0.2	2
21	O=S(=O)(c1ccc(Br)cc1Cl)N1CCCN(c2ccc(C(F)(F)F)cn2)CC1	2.3	-8	-4	0.2	4
22	COc1ccc(CNC(=O)CC2C[C@H](C(=O)N3CCOCC3)[C@@]3(CCC4CCCC4)c4[nH]c5ccccc5c4CCN3C2=O)cc1OC (some centres not stated)	1.1	-4	-6	0.3	-1
23	O=C(NCC(F)(F)F)c1cc2c(c(-c3cccc(-c4ccccc4F)c3)n1)[C@@H](CCO)N(C(=O)CC1CC1)C2	1.5	x	x	-0.5	1
24	COc1ccc(CCNC(=O)C/C(C)=N/NC(=O)C(c2ccccc2)c2ccccc2)cc1OC	-0.5	0	-3	-0.4	-5
25	COc1cccc(OCC(O)CN2C(C)CCCC2C)c1 (configuration not stated)	-2.2	-7	5	-1.2	2
26	Cc1cc(=O)[nH]c(N2CCN(C(=O)c3ccco3)CC2)n1	-0.9	-3	-1	0.3	-1
27	COc1cc(/C=N/NC(=O)C(C)Nc2n[nH]c(=O)[nH]c2=O)ccc1O (configuration not stated)	-1.0	-5	4	1.4	3
28	COc1cc2c(cc1OC)C(c1cc3cc(OC)c(OC)cc3[nH]c1=O)N(C(=O)C1CC1)CC2 (configuration not stated)	1.6	2	-8	4.4	-1
29	CC1C(=O)N2CCCc3cc(S(=O)(=O)N(C)c4ccccc4)cc1c32 (configuration not stated)	-0.2	4	-6	0.0	-1
30	O=C(Nc1nnc(-c2ccccn2)o1)c1ccc(Br)cc1	-0.4	0	1	2.5	2

No.	STEP inh	Tb MetRS inh	Rpn11 block	SUMO1-SIM PPI	NadD inh
16	1	0.2	i	0	-9
17	-3	-0.7	i	-4	1
18	1	-1.5	i	-5	-5
19	2	-1.7	i	2	3
20	-1	0.1	i	8	-2
21	-1	-0.3	i	0	1
22	0	-0.1	i	-20	0
23	x	-0.6	x	0	3
24	-2	-0.3	i	4	-3
25	-7	-1.6	i	0	-4
26	1	0.1	i	-6	-5
27	-5	-0.2	i	0	-1
28	2	0.0	i	1	3
29	0	-0.5	i	0	3
30	0	0.5	i	1	4

3 records picked at random from the list so far, as already listed:
No.	structure	LMPTP block	Scp1 inh	DNMT1 block	MsrA inh	CSN deneddyl inh
28	COc1cc2c(cc1OC)C(c1cc3cc(OC)c(OC)cc3[nH]c1=O)N(C(=O)C1CC1)CC2 (configuration not stated)	1.6	2	-8	4.4	-1
17	CCCCCCNS(=O)(=O)c1ccc(OC)c(OC)c1	-1.2	-6	1	0.7	-4
27	COc1cc(/C=N/NC(=O)C(C)Nc2n[nH]c(=O)[nH]c2=O)ccc1O (configuration not stated)	-1.0	-5	4	1.4	3

No.	STEP inh	Tb MetRS inh	Rpn11 block	SUMO1-SIM PPI	NadD inh
28	2	0.0	i	1	3
17	-3	-0.7	i	-4	1
27	-5	-0.2	i	0	-1

(more compounds)
No.	structure	LMPTP block	Scp1 inh	DNMT1 block	MsrA inh	CSN deneddyl inh
31	O=C(NCC1CCCO1)c1ccc(CS(=O)(=O)c2c(Cl)cccc2Cl)o1 (configuration not stated)	-1.0	-1	-1	-0.4	-2
32	CCOc1ccc(C(=O)C(CCC(CN(C)C)C(=O)c2ccc(OCC)cc2)CN(C)C)cc1 (configuration not stated)	-0.6	1	8	-1.2	2
33	COc1cccc(CNC(=O)C2CC(=O)N(c3ccc4c(c3)OCCO4)C2)c1 (configuration not stated)	-0.2	5	2	-0.5	-3
34	O=C(CSc1n[nH]c(-c2cccs2)n1)NC1CCS(=O)(=O)C1 (configuration not stated)	-1.9	49	2	1.3	1
35	O=C(O)c1ccc(CN2CCOCC2)o1	-0.5	-8	0	-0.4	-1
36	COc1cccc(CN2CCNC(=O)C2CC(=O)N(Cc2cnn(C)c2)C(C)C)c1 (configuration not stated)	0.1	-3	0	-0.5	1
37	Cc1ccc(S(=O)(=O)N2CCOCC2)cc1NC(=O)CSc1n[nH]c(N)n1	-1.7	-3	-1	-0.1	-2

No.	STEP inh	Tb MetRS inh	Rpn11 block	SUMO1-SIM PPI	NadD inh
31	-1	1.3	i	5	4
32	1	-1.3	i	-6	-7
33	-2	-0.6	i	4	-3
34	-1	-0.7	i	1	0
35	-1	-1.0	i	1	-1
36	-3	0.8	i	-2	0
37	1	-0.2	i	0	-5

Screens: PubChem BioAssay, several laboratories
